Rac1 mut GTP: human Rac1 activated mutant GTP binding change; 190,000 tested, 0.11% active; percent activity (GTP binding), % at 10 µM; GST-Rac1 activated beads, fluorescent GTP binding, flow cytometry; actives lie on both sides; 100% means binding = to untreated wells;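 active = GTP binding at least 20 percentage points away from the 100% baseline, in either direction, so actives lie on both sides; inconclusive = Compound likely fluorescent itself, or too few beads counted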
ABCB1 block: blocks JC-1 efflux by human ABCB1 transporter. AID 1326. inhibition, % at 6.6 µM. 190,000 tested, 0.067% active. CCRF-Adr cells, flow cytometry. P08183; in the data active = inhibition above about 40%;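 note: 0% = vehicle and 100% = reference inhibitor; higher value means more JC-1 retained so stronger ABCB1 efflux block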
Cdc42 wt GTP: changes GTP binding to wildtype human Cdc42 | P60953 | GST-Cdc42 beads, Bodipy-GTP binding, flow cytometry; actives lie on both sides | percent activity (GTP binding), % at 10 µM | 190,000 tested, 0.2% active;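 active = percent activity GTP binding at least 20 points away from the 100% baseline, either down as inhibitor or up as activator; inconclusive = compound flagged as likely green fluorescent from well-wide comparison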;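 note: median bead fluorescence of bound Bodipy-FL-GTP at 100 nM; 0% = excess unlabeled GTP control and 100% = no compound control; below 100% means less GTP binding so inhibitor and above means activator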
Target sequence (P60953 whole entry, looked up): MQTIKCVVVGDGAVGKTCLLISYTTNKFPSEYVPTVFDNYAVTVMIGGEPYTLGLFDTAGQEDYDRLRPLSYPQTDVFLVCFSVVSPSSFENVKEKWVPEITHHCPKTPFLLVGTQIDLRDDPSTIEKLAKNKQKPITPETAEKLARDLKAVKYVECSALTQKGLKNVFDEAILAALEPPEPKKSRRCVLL
Rac1 wt GTP bind: human Rac1 wildtype GTP binding, inhibitors and activators; AID 757; 190,000 tested, 0.27% active; GTP binding activity (% of control), % at 10 µM; GST-Rac1 beads, fluorescent GTP binding, flow cytometry; actives lie on both sides; 0 = cold GTP competed, 100 = untreated; P63000;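 active = GTP binding activity at least 20 points away from the 100% control level, either lower or higher; inconclusive = compound flagged as likely green fluorescent, judged across all proteins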
HRas wt GTP bind: modulators of GTP binding to human HRas wildtype; P01112; GST-Ras wt beads, Bodipy-FL-GTP binding, flow cytometry; actives lie on both sides; GTP binding activity, % at 10 µM; 190,000 tested, 0.14% active;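 active = GTP binding activity at least 20% away from the 100% baseline, either lowered as inhibitor or raised as activator; inconclusive = flagged as likely green fluorescent, judged across all proteins in the well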;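 note: 0% = unlabeled GTP competition control and 100% = no-compound control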
Target sequence (P01112 whole entry, looked up): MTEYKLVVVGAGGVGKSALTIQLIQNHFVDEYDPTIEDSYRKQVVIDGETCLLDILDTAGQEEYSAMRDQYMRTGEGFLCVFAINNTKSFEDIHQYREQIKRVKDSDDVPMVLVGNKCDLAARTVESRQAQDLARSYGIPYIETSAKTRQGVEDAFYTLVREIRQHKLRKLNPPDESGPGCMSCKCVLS
Rab7 wt modul: alters GTP binding to wildtype dog Rab7. GST-Rab7 beads, fluorescent GTP binding, flow cytometry; actives lie on both sides; untreated = 100%, excess cold GTP = 0%. GTP binding activity (percent of control), % at 10 µM. 190,000 tested, 0.055% active;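 active = fluorescent GTP binding to Rab7 beads changed by at least 20 points from the 100% baseline, either direction, mostly lower; inconclusive = compound itself probably fluorescent, or too few beads counted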;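 note: median green fluorescence of bound Bodipy-FL-GTP per Rab7 bead population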
Avidin fluor: compound fluoresces at 488/530 nm on avidin beads; compound fluorescence 488/530 nm, flow cytometry; hits give high values; fluorescence (KMESF) at 10 µM; 220,000 tested, 0.38% active; in the data active = fluorescence above about 47; note: inactives centre near 10
ABCG2 block: human ABCG2 inhibition, ABCB1 as counter-screen; Q9UNQ0; IgMXP3 cells, JC-1 efflux, flow cytometry; inhibition, % at 6.6 µM; 190,000 tested, 0.1% active; AID 1325;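 active = inhibition above 80%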;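 note: 0% = DMSO and 100% = nicardipine control wells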
Target sequence (Q9UNQ0 whole entry, looked up): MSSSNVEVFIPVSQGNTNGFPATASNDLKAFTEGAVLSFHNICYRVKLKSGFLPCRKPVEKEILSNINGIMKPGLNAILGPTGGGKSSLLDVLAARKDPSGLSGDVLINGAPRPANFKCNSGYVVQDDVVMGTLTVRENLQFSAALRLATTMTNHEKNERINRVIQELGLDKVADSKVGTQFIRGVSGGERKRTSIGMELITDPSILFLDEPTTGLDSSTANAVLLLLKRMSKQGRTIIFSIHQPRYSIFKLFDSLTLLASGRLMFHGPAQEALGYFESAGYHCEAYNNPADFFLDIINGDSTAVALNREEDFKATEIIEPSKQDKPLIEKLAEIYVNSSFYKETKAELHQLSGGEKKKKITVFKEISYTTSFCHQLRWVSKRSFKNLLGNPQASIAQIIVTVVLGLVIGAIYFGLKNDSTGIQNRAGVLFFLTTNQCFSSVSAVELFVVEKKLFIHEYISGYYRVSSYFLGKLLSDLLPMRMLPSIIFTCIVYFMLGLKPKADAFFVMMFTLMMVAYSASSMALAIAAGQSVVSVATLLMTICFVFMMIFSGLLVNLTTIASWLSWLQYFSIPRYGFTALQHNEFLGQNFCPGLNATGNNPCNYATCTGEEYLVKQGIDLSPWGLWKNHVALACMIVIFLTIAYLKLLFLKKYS
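Test system: IgMXP3 (ABCG2) plus far-red-tagged CCRF-Adr (ABCB1) cells. Reagent: JC-1 dye as substrate. Timing: 10 min exposure at 25 °C with rotation, no wash. Measured by: flow cytometric JC-1 green MFI at 530 nm. Read-out: percent efflux inhibition, scaled nicardipine 100% to DMSO 0%. Control set: nicardipine and DMSO wells.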
GSH fluor: compound fluoresces at 488/530 nm on GSH beads; GSH beads flow cytometry, compound fluorescence 488/530 nm; hits give high values; fluorescence (KMESF) at 10 µM; 190,000 tested, 0.25% active; AID 1776; in the data active = fluorescence above about 89;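 note: glutathione beads carrying GST-tagged Bcl family fusion proteins plus one bare bead set; values are compound well signal with DMSO vehicle wells as background; inactives centre near 16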
Pf gametocyte: P. falciparum stage V gametocyte viability inhibition; AID 743093; 150,000 tested, 0.065% active; inhibition, % at 10.9 µM; P. falciparum stage V gametocytes, ATP luminescence, 24 h;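 active = inhibition above the mean plus 3 SD of compounds within the control limits, set per campaign, cut at about 38% in these data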;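 note: 0% = DMSO wells and 100% = medium only without gametocytes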
Rab2A wt mod: changes GTP binding to wildtype dog Rab2A, up or down; 190,000 tested, 0.19% active; GST-Rab2 wt beads, Bodipy-GTP binding, flow cytometry; GTP binding activity, % at 10 µM; P61105; AID 760;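 active = GTP binding activity at least 20 points away from 100%, either lowered or raised; inconclusive = signal likely due to the compound's own green fluorescence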;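 note: 0% = beads with excess unlabeled GTP and 100% = no-compound control corrected for plate trend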
Starred values were filed as active, the others as inactive; ? = inconclusive; . = not tested or not shown; & = joins results of further samples.

SMILES	Rac1 mut GTP	ABCB1 block	Cdc42 wt GTP	Rac1 wt GTP bind	HRas wt GTP bind	Rab7 wt modul	Avidin fluor	ABCG2 block	GSH fluor	Pf gametocyte	Rab2A wt mod
N#Cc1c(NC(=O)c2nc3ncccn3n2)sc2c1CCCCC2	98.0	0.1	95.0	100.0	98.0	99.0	8	1.4	17	.	97.0
Cn1c(CNC(=O)Cc2ccc3c(c2)OCO3)nnc1SCc1ccccc1	94.0	0.4	97.0	94.0	97.0	98.0	10	1.2	52	.	95.0
O=C(COc1ccccc1[N+](=O)[O-])Nc1ccc(CN2CCOCC2)cc1	95.0	1.3	98.0	98.0	95.0	97.0	9	22.2	13	.	98.0
CNS(=O)(=O)c1cccc(C(=O)OCC(=O)Nc2ccccc2F)c1	95.0	0.2	94.0	102.0	98.0	98.0	11	4.8	73	.	97.0
COc1cc(NC(=S)N2CCCCC2C)c(OC)cc1Cl (stereo not given)	92.0	0.5	92.0	96.0	96.0	100.0	9	11.0	9	-14.8	97.0
CCc1cc2c(=O)c(-c3cnn(-c4ccccc4)c3)c(C)oc2cc1OCC(=O)Nc1ccc(F)c(F)c1	98.0	0.2	102.0	103.0	101.0	98.0	14	-3.5	6	.	100.0
CC(=O)c1sc2nc(=O)c(C)nn2c1C	98.0	0.3	99.0	100.0	100.0	100.0	7	0.9	35	.	99.0
CC(C)N(Cc1nc(-c2ccc(Cl)cc2)no1)Cc1nccn1C	96.0	0.4	98.0	101.0	98.0	102.0	10	0.9	24	4.6	100.0
O=C1OC(/C=C/c2ccc(Cl)cc2)=NC/1=C/c1ccco1	100.0	0.5	95.0	101.0	100.0	99.0	3	1.3	10	-6.2	99.0
CCOC(=O)Nc1sc2nc(C)cc(C)c2c1-n1cccc1	98.0	0.9	99.0	102.0	99.0	102.0	13	18.3	36	.	99.0
COc1ccc(C2C(C(=O)Nc3cccnc3)=C(C)Nc3nc(-c4ccco4)nn32)cc1 (stereo not given)	102.0	0.4	102.0	105.0	99.0	101.0	24	1.7	15	.	102.0
CC(=O)Oc1cccc(N2C(=O)C3CC=C(Cl)CC3C2=O)c1 (stereo not given)	103.0	0.4	110.0	106.0	107.0	100.0	6	0.8	20	.	108.0
COc1ccc(C(c2sc3ncnn3c2O)N2CCN(c3ccccc3F)CC2)cc1OC (stereo not given)	95.0	0.5	96.0	98.0	98.0	97.0	5	0.8	18	.	98.0
CC1CCN(C(=O)c2ccc(CSc3nc4ccncc4n3Cc3ccc(F)cc3)cc2)CC1	99.0	0.5	103.0	108.0	99.0	96.0	7	10.7	13	.	98.0
COC(=O)c1cc2sccc2n1CC(=O)Nc1ccc(OC)c(OC)c1OC	98.0	0.1	98.0	97.0	97.0	97.0	7	1.4	39	.	99.0
COc1ccc(OC)c(N2C(N)=NC(N)=NC23CCCC3)c1	97.0	-0.4	101.0	101.0	101.0	100.0	35	-3.5	25	1.7	99.0
O=C(Cc1ccc(Cl)cc1)Nc1ccc2oc(-c3ccncc3)nc2c1	100.0	0.0	102.0	103.0	101.0	101.0	7	-0.1	18	.	100.0
Fc1ccccc1N1CCN(c2cnc3ccccc3n2)CC1	99.0	0.5	99.0	102.0	100.0	105.0	10	5.3	11	.	102.0
CC(=O)Nc1ccc(NC(=O)c2ccccc2CC[N+](=O)[O-])cc1	?	1.0	?	?	?	?	7	6.6	21	-0.1	?
CCC1C(=O)N=C(SCC(=O)Nc2ccccc2)NC1=O (stereo not given)	97.0	0.6	103.0	101.0	99.0	98.0	22	0.6	16	.	98.0
COc1ccc(NC(=O)c2c(NC(=O)CNCc3ccco3)sc3c2CCC3)cc1	97.0	1.1	100.0	102.0	100.0	98.0	14	3.4	21	.	100.0
CCOCCOC(=O)C(C)Oc1ccc(Oc2nc(Cl)ccc2Cl)cc1 (stereo not given)	93.0	-0.5	93.0	98.0	95.0	104.0	11	6.6	13	3.6	99.0
Cc1ccc(S(=O)(=O)N(C)C)cc1NC(=S)NC1CCCC(C)C1C (stereo not given)	98.0	1.1	94.0	102.0	99.0	97.0	4	4.9	13	.	98.0
CCn1cc(C(=O)NCCCN2CC(C)CC(C)C2)c2cc(OC)c(OC)cc2c1=O (stereo not given)	97.0	-0.1	101.0	101.0	100.0	102.0	4	0.2	29	.	101.0
O=[N+]([O-])c1ccc(N2CCOCC2)cc1SCc1ccco1	99.0	0.4	102.0	101.0	100.0	95.0	14	6.9	13	-23.1	98.0
CCN(CC)CCOc1ccc(Br)cc1	99.0	-0.1	102.0	102.0	99.0	100.0	40	-0.3	25	.	99.0
O=C(O)c1ccc2c(c1)C(=O)N(c1cccc(-c3nc4ccccc4s3)c1)C2=O	92.0	0.0	92.0	97.0	94.0	94.0	10	0.4	10	13.2	95.0
S=C(Nc1ccccc1)c1ccccn1	101.0	-0.3	101.0	99.0	100.0	99.0	9&11	2.9	32	.	100.0
CCn1cc(C(=O)NCCCN(C)c2ccccc2)c(=O)c2cc(S(=O)(=O)N(C)C)ccc21	98.0	-0.3	101.0	101.0	97.0	98.0	6	-0.8	13	.	98.0
CC1CN(C(=O)c2ccc3c(c2)OCO3)OC(c2ccccc2)O1 (stereo not given)	102.0	1.3	99.0	101.0	99.0	104.0	13	6.2	13	-14.4	102.0
Cc1nc(-c2c(-c3ccc(O)cc3O)noc2C(F)(F)F)cs1	99.0	0.6	106.0	104.0	102.0	97.0	13	2.9	33	.	101.0
COc1ccc(NC(=O)C2CCN(C(=O)Cc3ccccc3)CC2)c(OC)c1	96.0	0.5	97.0	100.0	99.0	103.0	11	1.4	14	2.3	100.0
CCCCNC(=S)Nc1cccc2cnccc12	102.0	0.2	100.0	102.0	101.0	99.0	14	0.2	14	-21.1	101.0
COc1ccc(OC)c(CN2CCN(CCc3ccccc3)C(CCO)C2)c1 (stereo not given)	95.0	0.7	98.0	98.0	98.0	106.0	3	-1.9	11	4.0	99.0
CC1(C)Cc2c(cnn2-c2ccccc2)-c2c1c1ccccc1n2CC(O)CCl (stereo not given)	95.0	1.0	98.0	106.0	102.0	101.0	6	2.9	13	.	98.0
c1ccc2c(N3CCOCC3)nc(N3CCOCC3)nc2c1	101.0	0.3	103.0	105.0	102.0	95.0	21	1.1	22	.	98.0
CCOc1ccccc1NC(=O)C(=O)N/N=C/c1ccc([N+](=O)[O-])cc1	?	-0.5	?	?	?	?	13	10.7	12	-44.0	?
Oc1ccc(Cl)cc1CNn1cnnc1	96.0	0.1	96.0	99.0	98.0	103.0	9	-0.2	13	.	99.0
O=C1c2ccccc2C(=O)N1CCSc1n[nH]c(=S)s1	97.0	0.4	99.0	97.0	97.0	93.0	12	4.4	10	-17.4	94.0
CCN(CC)S(=O)(=O)c1ccc(C(=O)Nc2ncn(Cc3ccccc3)n2)cc1	98.0	0.1	100.0	108.0	102.0	100.0	11	-0.1	5	.	99.0
Cc1cc(=O)oc2cc(OCc3ccc(C(=O)OCC(=O)Nc4ccccc4OC(F)F)cc3)ccc12	99.0	-0.3	99.0	101.0	99.0	98.0	6	-2.2	6	-3.1	98.0
Cc1ccc(CNC(=O)[C@H](C)[C@H]2C[C@]2(C)[C@H](NC(=O)OCc2ccccc2)c2ccccc2)o1	98.0	0.9	99.0	103.0	100.0	97.0	8	9.0	16	.	100.0
COCCn1nnnc1C(c1ccccc1)N1CCN(C)CC1 (stereo not given)	97.0	0.1	99.0	95.0	100.0	102.0	13	0.6	9	-30.0	101.0
O=Cc1c(-[n+]2ccccc2)nc([O-])n1-c1ccccc1	100.0	0.3	102.0	101.0	102.0	102.0	13	1.6	19	-2.4	102.0
C=CCOC(=O)C1=C(C)OC(N)=C(C#N)C1c1ccc2c(c1)OCO2 (stereo not given)	101.0	0.6	104.0	105.0	105.0	100.0	24	3.3	31	-23.6	105.0

Compound profiles (already shown). Order of screens: Rac1 mut GTP	ABCB1 block	Cdc42 wt GTP	Rac1 wt GTP bind	HRas wt GTP bind	Rab7 wt modul	Avidin fluor	ABCG2 block	GSH fluor	Pf gametocyte	Rab2A wt mod
`CCN(CC)S(=O)(=O)c1ccc(C(=O)Nc2ncn(Cc3ccccc3)n2)cc1` reads 98.0	0.1	100.0	108.0	102.0	100.0	11	-0.1	5	.	99.0
`COc1ccc(NC(=O)C2CCN(C(=O)Cc3ccccc3)CC2)c(OC)c1` reads 96.0	0.5	97.0	100.0	99.0	103.0	11	1.4	14	2.3	100.0

Further records
SMILES	Rac1 mut GTP	ABCB1 block	Cdc42 wt GTP	Rac1 wt GTP bind	HRas wt GTP bind	Rab7 wt modul	Avidin fluor	ABCG2 block	GSH fluor	Pf gametocyte	Rab2A wt mod
CCC1(C)Cc2ccccc2-c2c1c(=O)n(Cc1ccccc1)c1nnnn21 (stereo not given)	97.0	2.6	100.0	104.0	100.0	98.0	16	-5.6	33	.	101.0
Cc1cc(-c2nnc(SCC(=O)Nc3ccccc3C(F)(F)F)o2)c(C)n1-c1ccccc1	101.0	0.9	103.0	109.0	103.0	101.0	9	8.1	11	-36.0	102.0
Cc1cc(Nc2ccccc2O)c2ccccc2n1	96.0	0.4	95.0	100.0	100.0	102.0	9	1.4	16	15.9	98.0
O=C(c1ccccc1)N(C1=NCCCCS1)c1ccccc1	101.0	0.9	104.0	102.0	98.0	97.0	10	10.2	10	8.5	96.0
O=C(c1ccc(COc2ccc(Cl)cc2)cc1)N1CCCCC1	95.0	0.4	98.0	96.0	92.0	94.0	7	0.4	15	-4.2	94.0
COc1ccc(-n2c(C)c3c(OC)cccc(=O)c3c2C)cc1	95.0	0.7	97.0	96.0	95.0	97.0	6	4.2	42	.	95.0
COc1ccc(C2=NNC(=O)CC2)cc1	101.0	0.2	100.0	104.0	101.0	99.0	5	-0.9	7	0.6	101.0
Cc1ccccc1NC(=O)Cn1c(NCC(C)O)nc2ccccc21 (stereo not given)	102.0	0.4	103.0	105.0	101.0	98.0	7	2.6	19	13.7	100.0
O=C(COC(=O)Cn1cnc2ccccc21)NCCc1ccc(Cl)cc1	99.0	0.1	103.0	103.0	101.0	100.0	39	0.2	16	5.1	100.0
O=C(COC(=O)C12CC3CC(CC(C3)C1)C2)Nc1nccs1	92.0	1.5	91.0	92.0	94.0	99.0	10	7.3	10	13.6	99.0
Cc1cccc(NC(=O)COC(=O)c2cccc3c2C(=O)c2ccccc2C3=O)c1C	?	1.8	?	?	?	?	10	23.4	10	11.7	?
Cc1cc(-c2ccco2)n(CC(=O)NCCCc2ccccc2)n1	94.0	0.0	95.0	95.0	95.0	97.0	4	0.5	26	.	96.0
CC(C)c1nc(SCC(=O)N2CCOCC2)c2c(=O)n(C)c(=O)n(C)c2n1	98.0	1.8	103.0	106.0	100.0	104.0	6	5.0	27	.	103.0
